OPRM1-OPRD1 inv: mu-delta opioid heterodimer inverse agonism | inhibition, % at 9.3 µM | 0.21% of 340,000 active | AID 504357 | cell-based MOR-DOR heterodimer luminescence | P35372+P41143; in the data active = inhibition above about 22%, passing the limit was not always enough;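 also: 0% = cells with DMSO and 100% = wells without cells with DMSO; values of inactives mirror those of a sister screen read the other way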
Target sequence (P35372 whole entry, looked up): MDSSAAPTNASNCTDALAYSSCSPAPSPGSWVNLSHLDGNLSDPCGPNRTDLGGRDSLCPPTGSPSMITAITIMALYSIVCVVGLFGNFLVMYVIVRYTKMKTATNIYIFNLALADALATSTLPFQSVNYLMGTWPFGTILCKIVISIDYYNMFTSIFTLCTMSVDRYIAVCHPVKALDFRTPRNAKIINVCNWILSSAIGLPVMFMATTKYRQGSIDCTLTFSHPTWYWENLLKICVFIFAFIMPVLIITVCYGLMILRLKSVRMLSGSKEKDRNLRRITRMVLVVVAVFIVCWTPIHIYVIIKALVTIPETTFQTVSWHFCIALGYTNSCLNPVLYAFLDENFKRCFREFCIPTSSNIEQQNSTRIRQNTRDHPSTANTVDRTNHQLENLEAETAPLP
Target sequence (P41143 whole entry, looked up): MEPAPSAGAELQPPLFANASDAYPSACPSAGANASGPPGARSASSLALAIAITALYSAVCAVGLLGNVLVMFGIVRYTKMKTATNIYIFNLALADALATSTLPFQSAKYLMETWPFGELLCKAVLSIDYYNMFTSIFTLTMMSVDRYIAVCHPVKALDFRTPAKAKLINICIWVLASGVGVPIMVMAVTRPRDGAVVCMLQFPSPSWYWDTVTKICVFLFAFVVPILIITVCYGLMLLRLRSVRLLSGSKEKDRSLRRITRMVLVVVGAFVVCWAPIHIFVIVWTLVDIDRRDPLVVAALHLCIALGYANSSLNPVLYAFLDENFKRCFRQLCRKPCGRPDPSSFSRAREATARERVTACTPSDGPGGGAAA
DSG3 Ab inh: human desmoglein-3 autoantibody binding inhibition. 0.48% of 310,000 active. binding (percent of control), % at 10 µM. DSG3-coupled beads, scFv-anti-DSG3-GFP binding, flow cytometry; stronger effect = lower value. P32926;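 active = binding more than 3 SD below its plate's average and above zero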;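 also: hits lower antibody fragment binding to DSG3; some compounds called inactive have numbers as strong as hits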
PfHsp90 set2: reduces growth (ATP signal) of yeast expressing P. falciparum Hsp90 | S. cerevisiae expressing PfHsp90, BacTiter-Glo ATP, 48 h; yeast lacking PDR1 and PDR3 efflux regulators | inhibition, % at 9.4 µM | 0.32% of 310,000 active | AID 504621;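 active = every replicate shows inhibition above about 80%, whatever the replicate mean, limit read from the data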;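 also: 0% = DMSO neutral controls and 100% = 20 µM radicicol positive controls; yeast relying on Plasmodium falciparum Hsp90 in place of its own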
HTR5A ag ctr: HTR5A agonism, opioid heterodimer counter-screen; activation, % at 9.3 µM; P47898; HTR5A agonist assay, luminescence, cell-based; 0.61% of 340,000 active; in the data active = activation mostly above about 9.5%, no sharp cut-off; inactive = mostly below about 7.6%;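 also: 0% = cells with vehicle only and 100% = reference agonist; strong numbers were not always called active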
Mot1-301 SUMO: inhibitors of SUMOylation pathway: yeast Mot1-301 growth rescue; S. cerevisiae Mot1-301 growth rescue, ATP luminescence, 38.5C; percent above DMSO median, 100 means doubled; growth rescue, % at 18.8 µM; 1% of 320,000 active; AID 2716;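 active = every valid replicate shows activation above 250% relative to neutral control wells; inactive = the rest, any valid replicate at or below 250%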;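 also: OY570 slx delta 5 strain wells were the positive control but not used for scaling; some compounds called inactive have numbers as strong as hits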
AddAB inh: less growth of phage-infected E. coli with AddAB. E. coli expressing H. pylori AddAB, absorbance growth. inhibition, % at 11.9 µM. 0.29% of 330,000 active; in the data active = inhibition above about 12%;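 also: 0% = vehicle wells of infected cells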
HTR5A inv ag: inverse agonist of human HTR5A in OPRM1-OPRD1 counter-screen; P47898; HTR5A cell line, luminescence, inverse agonism; inhibition, % at 9.3 µM; 0.083% of 340,000 active; AID 504634; in the data active = inhibition mostly above about 23%, no sharp cut-off; inactive = mostly below about 18%;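 also: 0% = cells with DMSO and 100% = no-cell wells with DMSO; some compounds called inactive have numbers as strong as hits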
OPRM1-OPRD1 ag: agonists of human mu-delta opioid receptor heterodimerization | cells, OPRM1-OPRD1 heterodimerization, luminescence | 0.3% of 340,000 active | P35372+P41143 | AID 504326 | activation, % at 9.3 µM; in the data active = activation above about 18%;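 also: 0% = vehicle-treated cells and 100% = reference agonist; values of inactives mirror those of a sister screen read the other way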
PKA-R1A act: activates the PKA-R1A holoenzyme complex; 0.083% of 340,000 active; activation, % at 11.4 µM; PKA-R1A dissociation, Cy5-IP20 fluorescence polarization; scaled: DMSO 0%, 113 µM cGMP 100%; P00514+P68181; AID 504707;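 active = percent activation above the mean of all tested compounds plus 3 SD, cut at about 19% in these data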;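 also: higher means more PKAc released from R1A so a rise in polarization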
phage Ecoli inh: E. coli growth loss with phage present; growth absorbance; inhibition, % at 11.9 µM; 0.26% of 360,000 active; AID 651602; in the data active = inhibition above about 11%
Ecoli viability: reduces bacterial viability in AddAB counter-screen | E. coli V3065 growth, OD600 absorbance, 18 h | inhibition, % at 11.9 µM | 0.27% of 330,000 active | AID 449728;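 active = inhibition above the campaign's mean inhibition across all tested compounds plus 3 SD, cut at about 9.9% in these data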;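 also: uninfected addAB+ strain grown without phage in ampicillin broth; 0% = DMSO wells and 100% = ciprofloxacin 0.95 µg/ml wells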
The depositor's hits bear a star; · = no result given.

Values run as follows: OPRM1-OPRD1 inv	DSG3 Ab inh	PfHsp90 set2	HTR5A ag ctr	Mot1-301 SUMO	AddAB inh	HTR5A inv ag	OPRM1-OPRD1 ag	PKA-R1A act	phage Ecoli inh	Ecoli viability
1	O=[N+]([O-])c1cccc(CN2[C@@H](Cc3ccccc3)COCCS2(=O)=O)c1
  11	102	·	-1	16	2.3	-38	-2.1	6	-0.2	-0.2
2	CN(C)CC(C)(C)CNC(=O)C1CCN(CCCc2ccccc2)CC1
  1	116	-16	3	-1	3.0	-7	-0.3	1	0.2	-3.3
3	O=C(NN1C(=O)c2ccccc2NC1c1ccco1)c1ccc(Br)cc1 (stereo unspecified)
  20	104	-5	1	-3	0.4	-10	-4.0	-1	1.1	1.4
4	CCOCc1c(C(=O)OCC(=O)/C(C#N)=C(\C)N)oc2ccccc12
  15	·	1	-4	-11	4.9	9	-3.3	-11	3.0	1.7
5	CN(C(=O)CSc1nc2ccccc2c(=O)n1C)C1CCS(=O)(=O)C1 (stereo unspecified)
  7	126	-2	2	13	-0.9	-8	-1.3	1	4.7	-1.0
6	Cc1ccc(N(Cc2ccc(C(=O)NCCSc3ccccn3)cc2)S(C)(=O)=O)cc1C
  -5	99	6	1	-9	4.1	-4	0.9	-5	2.2	-0.2
7	C=CCNC(=O)c1ccccc1NC(=O)COc1ccc(OC)cc1
  -10	96	-10	-4	-16	0.1	10	1.4	-1	7.4	1.9
8	COc1ccccc1/C=C(/C(=O)OCC(N)=O)c1ccccc1
  -6	101	7	0	34	0.4	1	0.9	4	5.8	3.9
9	c1ccc(Cn2nnc3c(NCc4ccc5c(c4)OCO5)ncnc32)cc1
  -5	99	-15	2	8	2.0	-14	0.9	-5	1.2	-3.8
10	COc1ccc(CCC(=O)Nc2cnc3ccccc3c2)cc1
  6	108	-7	0	-2	-0.5	0	-1.1	0	2.7	1.5
11	COC(=O)c1ccccc1NC(=O)CSc1nnc(Cc2ccc(Cl)cc2)o1
  -12	97	9	5	6	0.6	-14	2.5	-13	3.2	-1.2
12	Cc1ccc(-n2cc3c(=O)n(C)c(=O)n(C)c3c2)cc1C
  12	85	-7	5	-4	3.2	-8	-2.6	7	0.0	3.4
13	COc1ccc(NC(=O)C(CCS(C)(=O)=O)N2C(=O)c3ccccc3C2=O)cc1 (stereo unspecified)
  12	98	15	5	-2	1.2	-14	-2.7	-3	2.4	0.4
14	CCC(=O)N1CCc2cc(Br)cc(S(=O)(=O)C3(C(=O)OC)CC3)c21
  7	·	-2	2	-14	0.9	-5	-1.7	-13	2.1	1.1
15	O=C1c2ccc(-c3ccc(F)cc3OCc3ccccc3)cc2S(=O)(=O)c2cccc(C(=O)N3CCN(c4ncc(Cl)cc4Cl)CC3)c21
  8	85	6	2	-27	1.1	-23	-1.5	-1	0.5	-0.4
16	CCCNS(=O)(=O)/C=C/c1ccccc1
  4	110	12	1	16	1.5	-4	-0.7	-11	3.1	2.1
17	O=C(C1=C[C@H](C2CC2)C[C@H](OCc2ccc(CO)cc2)O1)N1CCN(Cc2ccccc2)CC1
  -3	100	-14	2	-1	0.5	-15	0.6	8	2.8	-1.2
18	CCc1cc(=O)oc2cc(C)cc(OC(C)C(=O)NCCN3CCOCC3)c12 (stereo unspecified)
  19	94	17	-2	-16	1.6	-18	-3.7	2	-0.3	-3.0
19	COc1ccc(/C=N/Nc2ccc(C(F)(F)F)cc2[N+](=O)[O-])cc1
  -1	97	17	7	-4	2.9	1	0.2	-9	2.8	-1.9
20	COC(=O)c1cc(COC(=O)c2nc3nc(C)cc(C)n3n2)oc1C
  20	107	6	-3	·	3.2	-12	-3.9	-4	1.9	1.4
21	O=C1N(C2CCCC2)C[C@@H]2C[C@@H](c3cccn3-c3nccs3)N3CCC[C@@]123
  9	95	6	1	31	-1.5	1	-1.4	-1	2.5	-3.7
22	Cn1c(=O)c(-c2ccccc2)c(O)c2ccccc21
  1	84	-5	-2	-2	1.0	-17	-0.2	1	6.7	-1.8
23	O=c1[nH]c(=S)[nH]nc1Cc1ccc(Cl)c(Cl)c1
  19	93	-13	-1	8	-1.1	3	-4.2	-10	2.7	-0.9
24	Fc1ccc(C2CC(c3ccco3)=Nc3ccccc3S2)cc1 (stereo unspecified)
  -8	101	22	-1	-6	-2.2	2	1.8	-6	3.6	-0.5
25	N#CC(=Nc1ccccc1)c1ccccc1
  4	117	-8	-1	·	·	5	-0.7	-13	2.2	·
26	O=S1(=O)CC(O)C(N=Nc2c(O)n(Cc3ccccc3)c3ccccc23)C1 (stereo unspecified)
  0	80	-3	0	302	-0.2	0	0.1	-10	1.2	1.5
27	Cc1cccc(NS(=O)(=O)c2nnc(NC(=O)c3ccc(Cl)cc3)s2)c1
  6	96	4	3	-3	0.0	-9	-1.1	-1	0.8	-0.3
28	Cc1cc(Br)ccc1NC(=O)CNC(=O)CSc1n[nH]c(N)n1
  12	·	2	5	·	2.2	-32	-2.2	-4	3.0	-0.3
29	Fc1ccc(CN(Cc2ccccc2)C(c2cccs2)c2nnnn2C2CCCCC2)cc1 (stereo unspecified)
  8	105	-7	-1	162	0.8	-1	-1.6	2	4.0	1.0
30	CSc1ccc(/C=C/C(=O)NC23CC4CC(CC(C4)C2)C3)cc1
  -1	103	-28	4	3	4.2	-10	0.2	-2	4.4	0.5
31	CC(C)CC(=O)N1CCN(Cc2cccc([N+](=O)[O-])c2)CC1
  5	97	14	4	·	1.7	-18	-1.0	-9	2.2	-1.4
32	CC(C)CC(=O)NC(=S)Nc1sc2c(c1C(N)=O)CCC2
  14	89	-9	0	-5	0.2	0	-2.7	6	4.0	-0.4
33	COc1ccc(NC(=O)N2CCC(NC(=O)c3ccco3)CC2)cc1
  7	95	·	1	·	4.0	10	-1.3	2	3.5	-0.1
34	CC(=O)Nc1ccc(CN2CCN(CC(C)C)C(CCO)C2)cc1 (stereo unspecified)
  -7	98	-71	-1	0	-1.4	3	1.6	-2	-3.5	-0.8
35	CC(=O)Nc1c(C)nn(C(C)=O)c1C
  5	98	-4	4	-5	4.0	-30	-1.2	-6	-2.6	-0.2
36	CCOC(=O)CNC(=O)C1CCN(S(=O)(=O)c2ccc(-c3nn[nH]n3)cc2)CC1
  12	109	23	3	3	1.8	-9	-2.3	-16	3.4	-0.3
37	O=C(OCC(=O)N(CCc1ccccc1)Cc1ccccc1)c1cccc(O)c1
  -7	101	-14	13	-10	3.9	-32	1.4	-8	0.8	1.8
38	CC(C)COc1ccc(C/C(N)=N/n2cnnc2)cc1
  -3	93	-12	-1	1	0.7	3	0.4	-10	4.5	-1.4
39	Cc1cccc(-c2c3c(=O)n(C)c(=O)n(C)c3cn2C(C)(C)C)c1
  16	100	-10	3	-8	0.7	-10	-3.0	-2	2.3	1.9
40	CCCCN(C(=O)c1cnc2n(c1=O)CCS2)c1ccccc1
  6	106	-3	-4	115	2.3	-20	-0.9	-13	5.1	-0.4
41	COc1cc(C(=O)Nc2ccccc2N2CCN(S(C)(=O)=O)CC2)cc(OC)c1OC
  -3	·	9	1	4	1.1	3	0.6	0	2.5	-0.5
42	Fc1ccc(C2c3[nH]c4ccccc4c3CCN2CCCn2cccn2)cc1 (stereo unspecified)
  3	103	-18	-2	-29	1.3	-7	-0.5	4	-0.5	1.2
43	CC1(C)NC(C(=O)O)Cc2c1[nH]c1ccccc21 (stereo unspecified)
  15	109	-9	1	103	3.7	-8	-3.1	1	2.0	0.1
44	CC1CCCN(c2ccc([N+](=O)[O-])s2)C1 (stereo unspecified)
  10	105	17	-4	·	·	10	-1.4	0	2.7	·
45	Cc1c(N)cc(S(=O)(=O)O)cc1NC(=O)c1cccc([N+](=O)[O-])c1
  7	117	0	4	·	·	-15	-1.4	-5	0.1	·
46	CCOc1ccc(C(=O)Nc2ccccc2N2CCN(C(=O)c3ccccc3)CC2)cc1[N+](=O)[O-]
  12	102	-8	9	-5	1.3	-24	-2.3	-19	0.4	-2.0
47	O=C(NC1c2ccccc2-c2ccccc21)N1CCOCC1
  13	127	-22	-1	5	1.4	-5	-2.9	4	1.7	0.0
48	O=C(CCCCC(=O)N1CCOCCOCCOCC1)OCc1ccccc1
  4	·	4	1	-9	4.8	-19	-0.8	0	1.9	2.8
49	Cc1ccc(CNC(=O)COc2cccc3c2OC(C)(C)C3)cc1
  -3	99	-12	-2	·	·	-32	0.4	6	0.7	·
50	COCC(=O)OC1CCn2c1nc1c2C(=O)C(C)=C(NC(C)=O)C1=O (stereo unspecified)
  -111	·	4	6	·	·	-22	23*	-4	5.0	·
51	O=C(NNC(=O)C1CCCC1)c1ccc(F)cc1
  12	76	-16	3	-6	-3.0	-9	-1.9	-5	0.5	-2.0
52	O=C(NC1CCCC1)C(c1ccc(N2CCOCC2)cc1)N(C(=O)c1ccco1)c1ccccc1F (stereo unspecified)
  12	108	4	-2	95	0.2	8	-2.5	-7	3.9	-3.1
53	Cc1csc(NC(=O)c2ccncc2)n1
  5	90	3	-7	-28	-0.2	-20	-0.9	2	2.1	1.7
54	CCc1nnc(NC(=O)Nc2ccc(OC)cc2)s1
  16	108	40	1	-22	3.4	5	-3.8	-6	4.2	2.5
55	COCCCNC(=O)Cn1cc(C(=O)c2cccs2)c2ccccc21
  16	106	3	0	18	3.0	-28	-2.9	-6	2.2	-0.7
56	Cc1onc(-c2c(F)cccc2Cl)c1C(=O)OCN1C(=O)c2ccccc2C1=O
  3	105	4	-2	-9	-0.2	4	-0.5	-10	3.4	3.4
57	COc1cc(CN(C2CC2)S(=O)(=O)c2ccccc2Br)cc(OC)c1
  6	101	11	5	·	0.9	-17	-1.2	-8	3.1	2.3
58	CNC(=O)CCc1[nH]c2ccccc2c1Sc1ccccc1
  -3	106	18	1	3	4.3	-7	0.5	-2	5.1	-1.4
59	COc1ccc(C(=O)NCc2nnc(SCC(=O)N3CCCCC3)o2)cc1
  -1	83	-1	4	-4	1.7	-2	0.2	-5	1.5	0.4
60	NC(=O)c1cccc2c1C(=O)N(C1CCCCC1)C2
  7	95	-10	3	-2	-3.3	-17	-1.1	-12	4.3	-0.9

(further entries)
Values run as follows: OPRM1-OPRD1 inv	DSG3 Ab inh	PfHsp90 set2	HTR5A ag ctr	Mot1-301 SUMO	AddAB inh	HTR5A inv ag	OPRM1-OPRD1 ag	PKA-R1A act	phage Ecoli inh	Ecoli viability
61	NNC(=S)NCc1cccnc1
  11	98	-3	-4	-8	1.9	16	-2.1	1	1.5	2.8
62	O=c1cc(O)nc2n1CCCS2
  8	·	-10	-4	13	-0.5	-5	-1.3	12	-0.6	-4.0
63	Cc1ccc(NC(=S)N2CCC(C(=O)c3ccc(F)cc3)CC2)cc1C
  -2	95	3	1	·	·	-2	0.4	-2	2.7	·
64	Cc1ccc(S(=O)(=O)Nc2ccc(C(=O)N3CCOCC3)cc2)cc1
  -9	85	22	10	3	1.7	-28	1.1	-9	3.7	1.7
65	O=C(Nc1cccc(-c2nnc(-c3ccccc3)o2)c1)C1CCCCC1
  -3	98	-16	7	11	-1.2	-14	0.5	11	0.3	-2.1

Source: PubChem BioAssay (several laboratories)
